Screening results from PubChem.
EPAC1 antag: qHTS for Antagonist of cAMP-regulated guanine nucleotide exchange factor 3 (EPAC1): primary screen; EPAC1 GEF assay, Rap1b-BODIPY-GDP exchange fluorescence; Potency, µM (titrated, usually from 115 µM), for the others: at the highest dose activity change, negative = inhibition, most hits filed as inhibitors; 360,000 compounds, 0.14% hits;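 note: potency is the fitted concentration of half-maximal effect; plate controls were vehicle for no effect and positive control for full effect; nearly all actives have a fitted effect of over 50% in size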
EPAC1 agonist: qHTS for Agonist of cAMP-regulated guanine nucleotide exchange factor 3 (EPAC1): primary screen | EPAC1 agonist qHTS, biochemical assay; response scale: 100% = response to 6.5 mM cAMP | Potency, µM (highest dose often 154 µM), without a hit: at the top dose activation, most hits filed as activators | 360,000 compounds, 0.073% hits; note: potency is the fitted concentration of half-maximal effect; nearly all actives have a fitted effect of over 60% in size
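Normalized to 6.5 mM cAMP, activity reflects EPAC1-catalysed release of BODIPY-GDP from Rap1B, followed kinetically over 30 min at 480 nm excitation, 540 nm emission. Reaction contained 100 nM EPAC1, 250 nM Rap1B-BODIPY-GDP, 50 uM GDP.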
EPAC2 ag: qHTS for Agonist of cAMP-regulated guanine nucleotide exchange factor 4 (EPAC2): primary screen; 360,000 compounds, 0.079% hits; Rap guanine nucleotide exchange factor 4 (Homo sapiens), Q8WZA2; EPAC2 activation, biochemical qHTS; response scale: 100% = 6.5 mM cAMP response; Potency, µM (highest dose often 154 µM), for the others: top-dose activation, usual class: activators; note: potency is the fitted concentration of half-maximal effect; nearly all actives have a fitted effect of over 50% in size
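Readout is BODIPY fluorescence (480 nm excitation, 540 nm emission), which falls as labeled GDP is exchanged off Rap1B. EPAC2 at 100 nM acted on 250 nM RAP1B-BODIPY-GDP with 50 uM GDP present.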
WRN helicase inh: qHTS for Inhibitors of WRN Helicase | AID 651768, 2012 | Bifunctional 3'-5' exonuclease/ATP-dependent helicase WRN (Homo sapiens), Q14191 | Potency, µM (doses to about 114 µM), without a hit: top-dose activity change, negative = inhibition, actives largely listed as inhibitors | WRN helicase unwinding, fluorescent forked duplex, kinetic | 360,000 compounds, 0.46% hits; note: potency is the fitted concentration of half-maximal effect; % is set by controls: 0 for no effect and ±100 for the full control effect; nearly all actives have a fitted effect of over 55% in size
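WRN at 20 nM final was preincubated with compound for 15 min at room temperature; reaction started with 100 nM forked duplex oligonucleotide carrying fluorophore and quencher plus 2 mM ATP (final). Unwinding followed kinetically by red fluorescence (ex 525/em 598 nm).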
CCT modulator: High-Throughput Screening for Modulators of Cytosolic Chaperonin Activity; activity change, % (concentration not given with the values), hits read low; purified chaperonin ATPase assay, HTRF ADP detection, 30 min; 360,000 compounds, 0.3% hits; in the data active = activity change below about -30%; note: % is set by controls: 0 for no effect and ±100 for the full control effect
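Enzyme 40 or 20 nM (batch-dependent) in Tris pH 7.4/KCl/MgCl2/DTT; cpd 76 uM single point; ATP 10 uM; 30 min 37 °C; Transcreener ADP HTRF detection, 30 min RT; ratio 665/615.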
IL2 activator: qHTS of IL-2 Activators; IL-2 activation reporter assay, cell-based qHTS; stimulated with anti-CD3/CD4/CD28 beads; in transgenic mouse T cells; activation, % (series mostly up to about 46 µM); 360,000 compounds, 0.065% hits; AID 652025, 2013; in the data active = activation above about 50%; inconclusive = mostly about 30% to 49%; note: 0% is about no effect
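Quantitative HTS in unstimulated transgenic mouse T cells, with memory T cells as non-tolerant control and PMA/ionomycin as tolerance-bypass control. Compound pretreatment lasted 60 minutes before 18 h bead stimulation; EGFP/DsRed fluorescence read.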
PLK1 PBD inh: qHTS for Inhibitors of PLK1-PDB (polo-like kinase 1 - polo-box domain): Primary Screen; Plk1 PBD binding of FITC phosphopeptide, fluorescence polarization; Potency, µM, inactives show max response, negative = inhibition, usual class: inhibitors; 360,000 compounds, 2.8% hits; AID 720504, 2013; note: potency is the fitted concentration of half-maximal effect; series mostly up to about 57 µM; % is set by controls: 0 for no effect and ±100 for the full control effect; nearly all actives have a fitted effect of over 65% in size
Target sequence (P53350 whole entry, looked up, the tested form may be a part): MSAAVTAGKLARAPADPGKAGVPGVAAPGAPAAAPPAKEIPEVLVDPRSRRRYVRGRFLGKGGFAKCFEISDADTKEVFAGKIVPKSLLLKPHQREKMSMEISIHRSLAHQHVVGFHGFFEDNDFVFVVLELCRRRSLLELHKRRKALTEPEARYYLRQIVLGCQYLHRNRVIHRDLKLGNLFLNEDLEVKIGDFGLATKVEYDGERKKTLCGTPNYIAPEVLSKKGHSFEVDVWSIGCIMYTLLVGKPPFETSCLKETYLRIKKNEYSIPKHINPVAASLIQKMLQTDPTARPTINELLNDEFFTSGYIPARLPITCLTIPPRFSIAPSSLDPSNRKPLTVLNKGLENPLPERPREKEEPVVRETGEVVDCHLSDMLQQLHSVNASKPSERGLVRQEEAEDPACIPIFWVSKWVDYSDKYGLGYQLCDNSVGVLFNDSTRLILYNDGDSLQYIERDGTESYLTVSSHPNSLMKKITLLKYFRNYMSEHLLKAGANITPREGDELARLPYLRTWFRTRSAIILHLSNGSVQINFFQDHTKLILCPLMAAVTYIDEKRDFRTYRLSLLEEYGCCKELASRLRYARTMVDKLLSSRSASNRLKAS
PI5P4K alpha inh: qHTS for Inhibitors of phosphatidylinositol 5-phosphate 4-kinase (PI5P4K); Phosphatidylinositol 5-phosphate 4-kinase type-2 alpha (Homo sapiens), P48426; PI5P4Kalpha enzyme, ADP-Glo luminescence, 60 min; active compounds read low; max response, %; 330,000 compounds, 1.2% hits; AID 652105, 2013; active = max response of -50% or lower; inconclusive = between -30% and -50%; inactive = -30% or higher; note: value at the top dose of about 77 µM; % is set by controls: 0 for no effect and ±100 for the full control effect
Target sequence (P48426 whole entry, looked up): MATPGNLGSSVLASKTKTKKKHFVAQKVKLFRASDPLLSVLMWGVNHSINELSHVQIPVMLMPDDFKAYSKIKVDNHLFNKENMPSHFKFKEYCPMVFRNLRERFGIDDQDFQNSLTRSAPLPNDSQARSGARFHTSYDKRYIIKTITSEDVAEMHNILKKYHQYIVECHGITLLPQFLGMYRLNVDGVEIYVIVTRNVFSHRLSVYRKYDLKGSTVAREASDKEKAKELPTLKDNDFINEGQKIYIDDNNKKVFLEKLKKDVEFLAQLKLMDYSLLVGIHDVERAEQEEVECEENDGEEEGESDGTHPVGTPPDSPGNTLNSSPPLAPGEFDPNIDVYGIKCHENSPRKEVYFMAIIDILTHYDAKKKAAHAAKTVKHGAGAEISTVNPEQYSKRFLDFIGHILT
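Luminescence from ADP-Glo served as readout of PI5P4Kalpha activity in a qHTS format. Reaction: enzyme, substrate, compound, ATP at 5 microM final, 60 min at RT.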
Numbers without * were called inactive; ? = inconclusive; nt = not tested or not shown; [ ] = dose if it differs, or a comment. Unless noted, calls come from the whole dose curve; as a rule, active = well fitted curve in the direction sought with a large enough effect; inconclusive = small, poorly fitted or top-dose-only effect, or another doubt; inactive = no such curve, though single readings can be large; an effect the other way counts as inactive or inconclusive. These rows are one share of the data; the hit share may differ from the screen's.

nr	SMILES	EPAC1 antag	EPAC1 agonist	EPAC2 ag	WRN helicase inh
1	CCCNC(=O)NC(=O)CSc1nnc(-c2ccncc2)n1CC	-6%	-10%	3%	-1%
2	Cc1ccc(S(=O)(=O)N2CCOCC2)cc1NC(=O)COC(=O)COc1ccccc1[N+](=O)[O-]	-9%	9%	11%	-1%
3	O=C(COC(=O)CCNS(=O)(=O)c1ccc2c(c1)OCCO2)NC1CCCc2ccccc21 (stereo unspecified)	-1%	3%	5%	3%
4	Cc1cc(C)cc(NC(=O)CCCN2C(=O)C(c3ccccc3)Oc3cccnc32)c1 (stereo unspecified)	-19%	7%	12%	-7%
5	Cc1cc(NC(=O)c2ccc([N+](=O)[O-])cc2)n(C)n1	15%	4%	8%	12%
6	CN(Cc1ccccc1)C(=O)c1ccc(NC(=O)Cc2cccc(NC(=O)C3CCCN(C(=O)C4CCCCC4)C3)c2)cc1 (stereo unspecified)	0%	-3%	13%	9%
7	Cc1cccc(C(=O)N(C(=O)c2cccc(C)c2)N(C)C)c1	-7%	1%	6%	-2%
8	CCN1CCC(NC(=O)Nc2ccccc2C(=O)OC)CC1	-6%	2%	16%	10%

nr	CCT modulator	IL2 activator	PLK1 PBD inh	PI5P4K alpha inh
1	-2.1	-0.9	-2%	nt
2	-27	-0.8	-8%	-2
3	1.3	8.2	-12%	1
4	0.8	-5.6	24µM*	-13
5	0.1	-1.9	-16%	-3
6	-1.1	-0.7	-12%	-9
7	-0.2	0.1	1%	1
8	-0.4	0.0	-10%	0

Going on with the list:
nr	SMILES	EPAC1 antag	EPAC1 agonist	EPAC2 ag	WRN helicase inh
9	COc1ccc(CCNC(=O)Cn2c(=O)n(CCCC(=O)NCc3ccco3)c(=O)c3sccc32)cc1OC	-14%	3%	0%	2%
10	Cc1ccc(C)c(N2CCN(c3ccncc3N)CC2)c1	-6%	-8%	1%	4%
11	O=c1cc(-c2ccccc2)n(S(=O)(=O)c2ccccc2)o1	9%	-5%	6%	20%[57.1 µM]
12	CCCCCn1c(SCCN2CCOCC2)nc2c1c(=O)[nH]c(=O)n2C	5%	4%	3%	-1%
13	COc1ccc2c(=O)c3c(=O)n(-c4ccccc4)c(-c4ccc(C)cc4)nc3oc2c1	14%	0%	-2%	-24%
14	O=C(Nn1cnnc1)c1ccc(Cl)cc1[N+](=O)[O-]	14%	12%	9%	-5%
15	CCCN(CC(=O)Nc1ccccc1OC)C(=O)CCC(=O)c1ccc(Cl)s1	-7%	0%	1%	3%
16	O=C(Nc1ccc2ccccc2c1)/C(=C/c1cccc(Br)c1)NC(=O)c1ccco1	?	10%	3%	-8%[57.1 µM]

nr	CCT modulator	IL2 activator	PLK1 PBD inh	PI5P4K alpha inh
9	2.2	0.7	1%	-3
10	1.7	-5.3	0%	3
11	-1.1	-2.9	?	0
12	-0.7	0.8	30µM*	-1
13	0.2	1.8	-2%	4
14	0.7	1.7	3%	2
15	0.1	-0.5	-2%	-1
16	-1.4	6.0	2%	4

The list continues.
nr	SMILES	EPAC1 antag	EPAC1 agonist	EPAC2 ag	WRN helicase inh
17	CC(NC(=O)c1ccc(S(=O)(=O)N(C)C)cc1)c1ccc(-n2ccnc2)cc1 (stereo unspecified)	0%	-5%	10%	9%
18	COC(Cn1c2c(c3cc(C)ccc31)CCCC2NCc1ccccc1)OC (stereo unspecified)	?	8%	22%	-5%
19	Cc1cccc(C(=O)NCC(=O)OCC(=O)c2ccc(Cl)s2)c1	-17%	-7%	8%	-4%
20	Cc1ccc(S(=O)(=O)Nc2c(C)ccc3nsnc23)cc1	4%	3%	9%	0%
21	CCn1c(=O)cc(SCC(=O)Nc2cc(OC)c(OC)c(OC)c2)c2ccccc21	12%	-1%	3%	-17%
22	CN(C)NC(=O)c1ccsc1NC(=O)c1ccc(S(=O)(=O)N(C)C)cc1	-2%	-8%	2%	2%
23	Cc1ccc(/C=C2\OC(=O)c3ccccc32)cc1	-1%	10%	13%	-8%
24	O=C(COC(=O)CCc1ccccc1)Nc1cc(S(=O)(=O)N2CCOCC2)ccc1N1CCCC1	-9%	6%	-2%	-5%

nr	CCT modulator	IL2 activator	PLK1 PBD inh	PI5P4K alpha inh
17	-1.3	0.3	-15%	0
18	-2.1	1.6	-17%	1
19	-2.7	-2.7	-11%	?
20	-0.9	-3.4	0%	-9
21	0.4	-4.0	-15%	-3
22	-0.8	-2.0	-5%	-3
23	-0.5	1.5	-14%	nt
24	4.9	-2.0	-4%	5

Structural class, the compounds so far with an aryl thioether with sulfur outside any ring.
nr	SMILES	EPAC1 antag	EPAC1 agonist	EPAC2 ag	WRN helicase inh
1	CCCNC(=O)NC(=O)CSc1nnc(-c2ccncc2)n1CC	-6%	-10%	3%	-1%
12	CCCCCn1c(SCCN2CCOCC2)nc2c1c(=O)[nH]c(=O)n2C	5%	4%	3%	-1%
21	CCn1c(=O)cc(SCC(=O)Nc2cc(OC)c(OC)c(OC)c2)c2ccccc21	12%	-1%	3%	-17%

nr	CCT modulator	IL2 activator	PLK1 PBD inh	PI5P4K alpha inh
1	-2.1	-0.9	-2%	nt
12	-0.7	0.8	30µM*	-1
21	0.4	-4.0	-15%	-3

Carrying on:
nr	SMILES	EPAC1 antag	EPAC1 agonist	EPAC2 ag	WRN helicase inh
25	Oc1ccccc1/C=N/N1CCCCC1	-3%	-8%	12%	8%
26	Nc1nc(NCc2ccccc2Cl)n(-c2ccccc2)n1	-10%	9%	12%	7%
27	CCc1noc(C)c1C(=O)NCCc1ccc(F)cc1	-11%	2%	-3%	-33%
28	CCOC(=O)C1CCN(C(=O)CSCc2nc(-c3ccc(OCC)cc3)oc2C)CC1	-7%	-2%	0%	-10%
29	COc1ccc(-n2cccc2C=O)cc1	-9%	-4%	18%	-34%[57.1 µM]
30	COc1ccc(CNC(=O)C(c2ccncc2)N(C(=O)Cc2cccs2)c2ccccc2)cc1 (stereo unspecified)	-12%	2%	3%	-6%
31	CSc1nc(N)nc(C2CC2)n1	-14%	-1%	0%	2%
32	CCc1nc2c(OCC(=O)C(C)(C)C)cccn2c1N(C)C(=O)c1ccc(C)cc1	5%	5%	-2%	-3%

nr	CCT modulator	IL2 activator	PLK1 PBD inh	PI5P4K alpha inh
25	1.7	2.0	-10%	0
26	0.1	1.0	-14%	-7
27	1.0	0.1	-16%	0
28	-1.6	3.2	-8%	3
29	-0.9	-0.9	-8%	3
30	-0.5	0.8	2%	0
31	-1.8	-1.8	-2%	4
32	-0.1	-0.4	-4%	-7

Other compounds:
nr	SMILES	EPAC1 antag	EPAC1 agonist	EPAC2 ag	WRN helicase inh
33	CCC1(C)Cc2c(sc3nnn(CC(=O)Nc4ccc(C)cc4)c(=O)c23)CO1 (stereo unspecified)	-25%	15%	11%	-11%
34	CC1(NC(=O)c2cccc(S(=O)(=O)N3CCN(c4ccc(F)cc4)CC3)c2)CCS(=O)(=O)C1 (stereo unspecified)	-29%	2%	4%	-3%
35	C/C(N)=C(/C#N)C(=O)CSc1nc2ccccc2c(=O)n1-c1ccc(C)c(Cl)c1	-9%	-1%	-7%	0%
36	CCC1CCCCN1C(=O)CCCc1ccccc1 (stereo unspecified)	3%	-4%	2%	-2%
37	COc1ccc(OC)c(NC(=S)N(CCc2c(C)[nH]c3ccc(C)cc23)Cc2cccs2)c1	-8%	1%	10%	-3%
38	CCN1CCC(NC(=O)Nc2ccc(F)cc2)CC1	-2%	-4%	5%	-5%
39	COC(=O)c1cc(NC(=O)c2cccnc2)cc(C(=O)OC)c1	-8%	2%	2%	2%
40	Cn1c(N)c(C(=O)COC(=O)CC(NC(=O)c2ccccc2Cl)c2ccccc2)c(=O)n(C)c1=O (stereo unspecified)	-4%	8%	18%	-4%

nr	CCT modulator	IL2 activator	PLK1 PBD inh	PI5P4K alpha inh
33	-2.6	3.8	-4%	nt
34	1.5	-5.8	0%	6
35	1.0	2.7	6%	5
36	-1.5	-0.5	-9%	0
37	0.4	-4.6	3%	5
38	-1.2	1.0	-6%	-3
39	-1.6	1.0	-9%	6
40	-3.2	0.2	-10%	2

The results go on:
nr	SMILES	EPAC1 antag	EPAC1 agonist	EPAC2 ag	WRN helicase inh
41	CN1C(=O)N(CC(=O)NCc2ccc(Cl)cc2Cl)C(=O)C12CCCCC2	-14%	8%	8%	-2%
42	COc1ccc(OC)c(CN2C(=O)c3ccccc3C2c2nnnn2C2CCCC2)c1 (stereo unspecified)	5%	-5%	3%	0%
43	Nc1nonc1-n1nnc(C(=O)N/N=C/c2ccc(Cl)cc2Cl)c1CN1CCOCC1	-13%	3%	2%	4%
44	CN(C)c1ccc(/C=N/NC(=O)c2ccccc2)cc1	-3%	-4%	-1%	-11%
45	O=C(O)CSCc1nc2ccccc2[nH]1	-17%	5%	7%	1%
46	CCOC(=O)N1CCN(C(=O)c2sc3nc(-c4ccc(F)cc4)cn3c2C)CC1	11%	-12%	-1%	-8%
47	COc1c(F)c(F)c(C(=O)O)c(Nc2ccc(C)cc2)c1F	11%	-2%	-1%	-2%
48	O=C(CCN1C(=O)c2ccccc2C1=O)NCCCn1ccnc1	7%	-1%	-1%	4%
49	O=C(CSCCO)Nc1cccc([N+](=O)[O-])c1	13%	-1%	11%	-8%

nr	CCT modulator	IL2 activator	PLK1 PBD inh	PI5P4K alpha inh
41	-2.4	2.2	-5%	-2
42	-0.1	-0.2	-7%	5
43	11	0.9	-7%	-1
44	-2.5	-3.5	-5%	-3
45	-0.3	-2.8	-6%	2
46	0.1	-0.1	3%	12
47	-1.1	0.9	-3%	nt
48	0.1	-3.7	2%	0
49	0.5	-0.4	-11%	5

Copied from the list.
IL2 activator result of no. 45 : -2.8
EPAC1 agonist result of no. 44 : -4%
WRN helicase inh result of no. 43 : 4%
